NOD2 RIPK2 PPI: inhibitors of human NOD2-RIPK2 interaction; O43353; CHO BLA complementation NOD2-RIPK2, CCF4 ratio; 360,000 tested, 0.38% active; inhibition, % at 4.98 µM; in the data active = inhibition above about 21%;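 note: 0% = vehicle only and 100% = reference blocker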
ABHD5 PLIN5 PPI: inhibitors of human ABHD5-perilipin-5 interaction | Split G. princeps luciferase complementation, luminescence, 4 h | inhibition, % at 4 µM | 360,000 tested, 0.78% active | AID 602281;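 active = inhibition above the mean inhibition across every tested compound plus 3 SD, cut at about 22% in these data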;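 note: 0% = DMSO only wells and the 100% control is not disclosed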
NR2F2 inh: inhibitors of human COUP-TFII (NR2F2); P24468; HEK293T NGFI-A luciferase reporter, luminescence; inhibition, % at 8.6 µM; 370,000 tested, 0.7% active;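 active = inhibition above a per-plate cutoff, mean inhibition of test wells between control levels plus 3 SD, cut at about 38% in these data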;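 note: cells cotransfected with COUP-TFII expression vector driving the NGFI-A reporter; 0% = median of COUP-TF2 test wells and 100% = reporter-only cells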
TLR9-MyD88 block: TLR9-MyD88 interaction inhibition. Q9NR96+Q99836. 340,000 tested, 0.21% active. inhibition, % at 4.98 µM. CHO BLA complementation TLR9-MyD88, CCF4 FRET ratio;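 active = inhibition above the mean over all tested compounds plus 3 SD, cut at about 21% in these data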;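 note: 0% = DMSO only wells and 100% = clavulanate BLA inhibitor control wells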
Target sequence (Q99836 whole entry, looked up): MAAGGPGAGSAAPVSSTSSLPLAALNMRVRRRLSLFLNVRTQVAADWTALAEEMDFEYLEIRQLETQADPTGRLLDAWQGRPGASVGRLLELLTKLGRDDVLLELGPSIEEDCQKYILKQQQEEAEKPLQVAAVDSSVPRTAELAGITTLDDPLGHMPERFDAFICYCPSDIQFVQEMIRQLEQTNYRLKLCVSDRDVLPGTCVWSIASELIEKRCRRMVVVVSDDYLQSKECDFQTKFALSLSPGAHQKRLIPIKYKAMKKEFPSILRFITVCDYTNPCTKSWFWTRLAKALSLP
Target sequence (Q9NR96 whole entry, looked up): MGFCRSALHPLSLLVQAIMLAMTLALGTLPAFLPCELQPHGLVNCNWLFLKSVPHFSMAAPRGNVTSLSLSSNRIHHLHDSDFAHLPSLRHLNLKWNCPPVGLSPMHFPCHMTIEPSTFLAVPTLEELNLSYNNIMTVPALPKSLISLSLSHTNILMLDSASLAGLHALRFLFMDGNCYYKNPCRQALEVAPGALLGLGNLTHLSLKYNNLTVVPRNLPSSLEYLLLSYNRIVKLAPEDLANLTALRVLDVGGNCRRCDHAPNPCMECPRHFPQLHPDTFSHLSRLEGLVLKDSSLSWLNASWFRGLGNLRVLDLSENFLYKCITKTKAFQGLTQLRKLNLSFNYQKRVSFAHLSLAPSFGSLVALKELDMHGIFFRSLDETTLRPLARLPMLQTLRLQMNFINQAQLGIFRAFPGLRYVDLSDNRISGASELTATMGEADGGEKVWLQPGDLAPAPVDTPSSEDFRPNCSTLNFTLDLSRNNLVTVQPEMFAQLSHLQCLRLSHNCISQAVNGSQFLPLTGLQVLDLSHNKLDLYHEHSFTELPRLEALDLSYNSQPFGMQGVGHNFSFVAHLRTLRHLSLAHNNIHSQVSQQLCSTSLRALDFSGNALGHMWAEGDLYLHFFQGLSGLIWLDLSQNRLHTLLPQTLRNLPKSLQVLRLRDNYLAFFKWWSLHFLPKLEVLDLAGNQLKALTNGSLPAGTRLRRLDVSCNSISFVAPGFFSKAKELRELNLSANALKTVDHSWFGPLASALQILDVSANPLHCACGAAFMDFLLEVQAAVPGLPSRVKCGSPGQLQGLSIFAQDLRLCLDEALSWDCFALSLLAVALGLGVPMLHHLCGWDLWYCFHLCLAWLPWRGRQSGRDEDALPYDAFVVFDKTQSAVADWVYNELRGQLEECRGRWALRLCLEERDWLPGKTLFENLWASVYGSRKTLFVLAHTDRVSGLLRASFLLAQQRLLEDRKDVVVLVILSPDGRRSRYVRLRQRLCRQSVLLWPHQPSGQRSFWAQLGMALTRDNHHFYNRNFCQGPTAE
NCOA1 inh: human NCOA1 inhibition; Q15788; HEK293 GAL4-SRC1 luciferase reporter, luminescence; inhibition, % at 3.6 µM; 360,000 tested, 0.12% active; AID 588354;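 active = inhibition above the campaign mean plus 3 SD, with each screening campaign given its own cutoff, cut at about 60% in these data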;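 note: 0% = DMSO treated cells and 100% = gossypol at 36 µM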
LRH-1 inv ag: suppresses constitutive activity of human LRH-1. O00482. HEK293T StAR-luciferase reporter, LRH-1 transfected, 24 h. inhibition, % at 3.6 µM. 360,000 tested, 0.13% active. AID 602396;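 active = inhibition above the mean inhibition of all tested compounds plus 3 SD, cut at about 73% in these data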;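 note: 0% = DMSO wells and 100% = reporter-only cells lacking LRH-1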
LMP1 NFkB inh: reduces LMP1-driven NF-kappaB luciferase signal | AID 504558 | inhibition, % at 12.5 µM | LMP1-induced NF-kappaB luciferase reporter cells, luminescence | 350,000 tested, 0.69% active; in the data active = inhibition above about 41%;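 note: 0% = neutral control wells and 100% = reference inhibitor control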
NCOA3 inh: inhibitors of human steroid receptor coactivator 3 (SRC3). Q9Y6Q9. HEK293 GAL4-SRC3 luciferase reporter, luminescence. inhibition, % at 3.6 µM. 360,000 tested, 0.17% active;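 active = inhibition above a per-campaign cutoff, the mean of all compounds plus 3 SD, cut at about 60% in these data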;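 note: 0% = DMSO-treated cells and 100% = gossypol-treated cells at 36 µM; higher means less SRC3-driven luciferase light from the GAL4 reporter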
SRC2 inh: inhibits human steroid receptor coactivator 2 | HEK293 GAL4-SRC2 luciferase reporter, luminescence | inhibition, % at 9 µM | 370,000 tested, 0.17% active | AID 651957;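 active = inhibition above the mean inhibition of all tested compounds plus 3 SD, set per campaign, cut at about 52% in these data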;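 note: 0% = DMSO treated cells and 100% = cells given Gossypol at 36 µM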
MC4R antagonist: human MC4R antagonism in cAMP assay. MC4R-expressing cells, MTII-stimulated cAMP, LANCE TR-FRET. inhibition, % at 6.5 µM. 360,000 tested, 0.48% active;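 active = inhibition above its plate's cutoff, the mean of tested wells on that plate plus 3 SD, cut at about 29% in these data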;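 note: 0% = Melanotan II alone and 100% = Melanotan II plus saturating MCL0020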
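Assay system: U2OS cells stably expressing human melanocortin 4 receptor (MC4R) / Dosing: 6.5 µM / Timing: compound 30 min, challenge 1 h, detection 1 h / Measured by: Eu-cAMP/anti-cAMP TR-FRET, emission 671 nm / Replicates: singlicate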
MC4R barr agon: human MC4R agonism via beta-arrestin; U2OS MC4R beta-arrestin complementation, luminescence; percent of melanotan II response, DMSO zero; 360,000 tested, 0.98% active; activation, % at 8.9 µM;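 active = activation above a per-plate cutoff, the mean activation of sample wells on that plate plus 3 SD, cut at about 8% in these data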
The depositor's hits bear a star; . = no result given. The list is partial. The share of hits here may be higher or lower than overall.

Values run as follows: NOD2 RIPK2 PPI	ABHD5 PLIN5 PPI	NR2F2 inh	TLR9-MyD88 block	NCOA1 inh	LRH-1 inv ag	LMP1 NFkB inh	NCOA3 inh	SRC2 inh	MC4R antagonist	MC4R barr agon
CCOC(=O)[C@]12CCC=C1N(Cc1cccc3ccccc13)C(=O)[C@H](CC(=O)NCCc1ccccc1OC)C2
→ -9	10	-3	.	.	24	.	.	-12	.	.
Cc1cc(-c2nc(C)c(-c3nnc(SCC(=O)Nc4ccccc4)n3C)s2)no1
→ -12	1	-2	-5	1	11	2	-1	-4	1	-2.4
Cc1ccc(/C=C/c2ccc(=O)n(Cc3ccc(F)cc3)n2)cc1
→ 2	1	23	-8	-12	-3	-15	-14	7	-2	-0.8
CC(C)CNC(=O)C(=O)NCc1ccccn1
→ -6	4	9	-7	-2	1	-2	-4	-22	-3	0.8
COc1ccccc1NS(=O)(=O)c1cc([N+](=O)[O-])ccc1N/N=C/c1c(C)[nH]c2ccccc12
→ 17	-12	3	11	-56	-7	-5	-10	9	6	4.5
CNC(=O)c1ccc(Nc2nnc(-c3ccc(O)cc3)c3ccccc23)cc1
→ 4	-3	3	-3	7	-4	1	-7	-5	13	-1.2
CCOC(=O)c1nnn(-c2nonc2N)c1CN(CC)CC
→ -14	0	9	8	8	17	-4	31	-7	9	0.0
Cc1ccccc1CN1CCN(Cc2cc3ccccc3o2)CC1CCO (configuration not stated)
→ 1	7	11	1	-2	3	-25	2	8	4	-1.3
CSS(=O)(=O)c1cccc2cccnc12
→ 0	-17	7	.	-6	-1	3	4	-15	8	-3.0
CC(C)CNS(=O)(=O)c1ccc(CCC(=O)Nc2ccc3c(c2)OCCO3)cc1
→ -8	3	4	-4	-18	-2	-3	-7	-3	10	-1.4
Cc1cccn2cc(-c3ccc(F)cc3)nc12
→ -9	-3	-40	-5	-115	-171	-22	-97	-105	-1	-1.9
CCN(C(=O)CSc1nnc(-c2ccncc2)o1)c1ccccc1
→ 0	4	-19	-2	22	-8	-3	5	7	-6	0.6
CCCOc1ccc(N2C(=O)CC(N(CCOC34CC5CC(CC(C5)C3)C4)C(C)=O)C2=O)cc1 (configuration not stated)
→ 8	0	0	-4	-5	1	5	-3	-36	10	0.3
O=C(NNC(=O)c1ccccc1F)c1cccc(Cl)c1
→ 16	0	-61	-5	-54	-52	-8	-50	-19	2	-1.7
O=C(NCC1CC1)c1cccs1
→ -11	-1	-14	.	1	1	.	-3	5	.	.
COc1cccc(NC(=O)c2cnc(SC)nc2)c1
→ -4	0	0	-2	-15	-11	2	-41	0	22	-1.1
COc1ccccc1CN1C2CCCC1CC(NC(=O)/C=C/c1ccccc1)C2 (configuration not stated)
→ -8	-5	3	.	-8	-6	-15	13	2	14	1.3
CCN(CC)CCCNC(=O)CNC(=O)c1nn(-c2ccc(OC)c(OC)c2)c(=O)c2ccccc12
→ 13	-5	2	5	-7	6	-7	-10	14	14	-1.1
COC(=O)c1ccccc1NC(=O)CNCCc1ccc(OC)c(OC)c1
→ -1	-7	12	-1	-3	-3	5	8	2	1	-0.9
CN1CCN(c2nc3cc(C(F)(F)F)ccc3n3cccc23)CC1
→ -2	11	-13	4	8	7	-14	10	-25	0	2.9

12 consecutive records out of the list so far, for reference:
Values run as follows: NOD2 RIPK2 PPI	ABHD5 PLIN5 PPI	NR2F2 inh	TLR9-MyD88 block	NCOA1 inh	LRH-1 inv ag	LMP1 NFkB inh	NCOA3 inh	SRC2 inh	MC4R antagonist	MC4R barr agon
Cc1ccccc1CN1CCN(Cc2cc3ccccc3o2)CC1CCO (configuration not stated)
→ 1	7	11	1	-2	3	-25	2	8	4	-1.3
CSS(=O)(=O)c1cccc2cccnc12
→ 0	-17	7	.	-6	-1	3	4	-15	8	-3.0
CC(C)CNS(=O)(=O)c1ccc(CCC(=O)Nc2ccc3c(c2)OCCO3)cc1
→ -8	3	4	-4	-18	-2	-3	-7	-3	10	-1.4
Cc1cccn2cc(-c3ccc(F)cc3)nc12
→ -9	-3	-40	-5	-115	-171	-22	-97	-105	-1	-1.9
CCN(C(=O)CSc1nnc(-c2ccncc2)o1)c1ccccc1
→ 0	4	-19	-2	22	-8	-3	5	7	-6	0.6
CCCOc1ccc(N2C(=O)CC(N(CCOC34CC5CC(CC(C5)C3)C4)C(C)=O)C2=O)cc1 (configuration not stated)
→ 8	0	0	-4	-5	1	5	-3	-36	10	0.3
O=C(NNC(=O)c1ccccc1F)c1cccc(Cl)c1
→ 16	0	-61	-5	-54	-52	-8	-50	-19	2	-1.7
O=C(NCC1CC1)c1cccs1
→ -11	-1	-14	.	1	1	.	-3	5	.	.
COc1cccc(NC(=O)c2cnc(SC)nc2)c1
→ -4	0	0	-2	-15	-11	2	-41	0	22	-1.1
COc1ccccc1CN1C2CCCC1CC(NC(=O)/C=C/c1ccccc1)C2 (configuration not stated)
→ -8	-5	3	.	-8	-6	-15	13	2	14	1.3
CCN(CC)CCCNC(=O)CNC(=O)c1nn(-c2ccc(OC)c(OC)c2)c(=O)c2ccccc12
→ 13	-5	2	5	-7	6	-7	-10	14	14	-1.1
COC(=O)c1ccccc1NC(=O)CNCCc1ccc(OC)c(OC)c1
→ -1	-7	12	-1	-3	-3	5	8	2	1	-0.9

The list goes on.
Values run as follows: NOD2 RIPK2 PPI	ABHD5 PLIN5 PPI	NR2F2 inh	TLR9-MyD88 block	NCOA1 inh	LRH-1 inv ag	LMP1 NFkB inh	NCOA3 inh	SRC2 inh	MC4R antagonist	MC4R barr agon
CC(=O)Nc1ccc(NC(=O)C(C)OC(=O)CCc2c[nH]c3ccccc23)cc1 (configuration not stated)
→ -14	3	3	8	-28	-3	-4	-25	6	5	-0.1
Cc1cc(C)cc(OCC(=O)N/N=C/c2ccncc2)c1
→ -12	-2	17	-10	-4	4	-5	-37	-14	2	-0.2
CN(C)S(=O)(=O)c1ccc(-c2csc(N/N=C/c3ccc(O)cc3)n2)cc1
→ 2	11	-6	4	-72	-24	-35	-27	9	32*	9.8*
Cc1ccc(Nc2nc(NCCCN3CCOCC3)nc(N)c2[N+](=O)[O-])cc1C
→ -6	0	3	-3	10	22	-17	14	0	6	-0.3
Cc1ccc2c(CN3CCC(C)CC3)cc(=O)oc2c1C
→ -1	2	-36	8	-56	-77	-5	-68	-29	10	2.0
Cc1cc(Br)cn2c(Cc3ccccc3)c(-c3ccc(F)cc3)nc12
→ -2	-9	-6	.	-6	17	.	4	-6	.	.
COc1ccc(CC(=O)NNC(=O)COc2ccc(C)cc2)cc1S(=O)(=O)N1CCOCC1
→ -4	1	8	5	-3	-4	-5	-10	10	4	-0.1
O=C1NC[C@@H](CCCCN2CCN(CCc3ccc(O)cc3)C(=O)C2=O)N(CCc2ccc(O)cc2)C1=O
→ 9	-14	-13	.	.	0	.	.	-8	.	.
CCn1nnc(NC(=O)c2cc(Cl)c(OC)c(Cl)c2)n1
→ -7	4	-3	10	-3	-1	-4	13	6	4	0.2
CCN(CC)CCOC(=O)/C=C/c1ccccc1
→ -7	-4	-8	0	3	-7	1	4	-37	0	-0.3
Cc1ccc(NC(=O)/C(=C/C=C/c2ccccc2)NC(=O)c2ccccc2)cc1
→ 0	-2	-9	-1	14	16	7	-20	-28	-3	-0.5
O=C(c1cccc([N+](=O)[O-])c1)N1CCN(Cc2ccccc2)CC1
→ -2	7	9	-1	13	14	5	2	-19	0	-0.8
CCn1c2ccccc2c2cc(NC(=O)c3ccc(Br)o3)ccc21
→ 0	14	4	4	-12	-7	-8	14	-7	8	1.6
O=C1C2C3C=CC(C3)C2C(=O)N1c1ccc(N2CCN(c3ccccn3)CC2)c([N+](=O)[O-])c1 (configuration not stated)
→ 0	-2	42*	0	12	25	7	28	5	26	0.0
O=C(Cn1nnc(-c2ccccc2Cl)n1)N1CCCCC1
→ -1	1	-22	2	-69	-71	-22	-60	-41	0	0.7
CC1CCCN(C(=O)Cn2nnc(-c3ccc(F)cc3)n2)C1 (configuration not stated)
→ -6	-8	0	6	-12	-6	-7	-1	21	2	1.1
O=C(COC(=O)c1cc(=O)[nH]c2ccccc12)NC(=O)c1ccccc1
→ 5	1	9	-5	-4	-28	2	-2	9	-2	2.9
COCOc1cccc(CN2CCC(C)(Oc3cccc(OC)c3)C2)c1 (configuration not stated)
→ 4	0	-1	.	-8	-15	.	1	12	3	4.5
COc1ccc(CN(CC2CCCO2)C(=O)CN2C(=O)COc3ccccc32)cc1OC (configuration not stated)
→ 4	-8	-17	-5	0	11	8	5	-12	1	-1.5
COC(=O)c1sccc1NC(=S)Nc1ccccc1
→ 0	-7	-12	8	5	-17	0	-9	-9	10	0.6
O=C(/C=C/c1cn(CC(O)CN2CCCCC2)c2ccccc12)c1cccs1 (configuration not stated)
→ 28*	12	-22	25*	-9	-20	1	20	-10	-10	2.4
CSc1ccc(C2C(C#N)=C(N)Oc3c2ccc(=O)c2c(C)oc(C)c32)cc1 (configuration not stated)
→ -9	5	11	-7	-10	1	-4	-2	-10	1	-0.9
O=C(COC(=O)c1ccc2ccccc2c1)Nc1ncc(C(F)(F)F)cc1Cl
→ 2	5	9	-2	12	9	9	12	-30	3	10*
O=C1CCCN1CCC1CCCCN1Cc1nc(COc2ccccc2)no1 (configuration not stated)
→ 0	-10	0	-6	-2	3	-13	0	-22	-2	-0.1
Cc1ccc(C(=O)Nc2ccc(CN3CCS(=O)(=O)CC3)cc2)cc1C
→ -4	3	-17	-1	-66	-43	-13	-25	-27	8	-2.5
O=C(Nc1ccccc1)c1cccc(S(=O)(=O)Nc2ccccn2)c1
→ 13	3	8	-7	3	-2	-13	-5	6	8	-0.7
CCOC(=O)c1cnc(SCc2ccccc2)nc1N
→ -8	5	-54	4	-99	-157	-40	-74	-82	-7	3.7
CC1CCC2C(=O)N(c3cccc(C(=O)Nc4ccccc4Cl)c3)C(=O)C2C1 (configuration not stated)
→ 3	-5	-4	6	-11	3	2	0	13	14	-2.5
COc1ccc(NC(=O)CN(C)C(=O)c2cccc(S(=O)(=O)N3CCCc4ccccc43)c2)cc1
→ 2	-3	-17	0	-7	-14	-3	-24	-2	15	-0.8

From PubChem BioAssay
